HGIII-sPLA2 inh: Inhibits HGIII-sPLA2 liposome hydrolysis, primary screen. Q9NZ20. QFRET BODIPY PC-A2 liposome hydrolysis, fluorescence. inhibition, % at 12.2 µM. actives 0.56% (n = 370,000). AID 743126;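 active = inhibition above mean plus 3 SD of compounds lying within the high and low control bounds, cut at about 19% in these data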;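 note: 0% = median of test compound wells and 100% = no enzyme DMSO wells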
NPR2 activator: GC-B (human) receptor activation; P20594; HEK293-GC-B cells, CNP EC30, cGMP TR-FRET; 0% at EC30 CNP, 100% saturating CNP; activation, % at 10 µM; actives 0.11% (n = 370,000); AID 1920062;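 active = activation at 10 µM reaching about 35% in either raw or pattern-adjusted values, limit read from the data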
Target sequence (P20594 whole entry, looked up): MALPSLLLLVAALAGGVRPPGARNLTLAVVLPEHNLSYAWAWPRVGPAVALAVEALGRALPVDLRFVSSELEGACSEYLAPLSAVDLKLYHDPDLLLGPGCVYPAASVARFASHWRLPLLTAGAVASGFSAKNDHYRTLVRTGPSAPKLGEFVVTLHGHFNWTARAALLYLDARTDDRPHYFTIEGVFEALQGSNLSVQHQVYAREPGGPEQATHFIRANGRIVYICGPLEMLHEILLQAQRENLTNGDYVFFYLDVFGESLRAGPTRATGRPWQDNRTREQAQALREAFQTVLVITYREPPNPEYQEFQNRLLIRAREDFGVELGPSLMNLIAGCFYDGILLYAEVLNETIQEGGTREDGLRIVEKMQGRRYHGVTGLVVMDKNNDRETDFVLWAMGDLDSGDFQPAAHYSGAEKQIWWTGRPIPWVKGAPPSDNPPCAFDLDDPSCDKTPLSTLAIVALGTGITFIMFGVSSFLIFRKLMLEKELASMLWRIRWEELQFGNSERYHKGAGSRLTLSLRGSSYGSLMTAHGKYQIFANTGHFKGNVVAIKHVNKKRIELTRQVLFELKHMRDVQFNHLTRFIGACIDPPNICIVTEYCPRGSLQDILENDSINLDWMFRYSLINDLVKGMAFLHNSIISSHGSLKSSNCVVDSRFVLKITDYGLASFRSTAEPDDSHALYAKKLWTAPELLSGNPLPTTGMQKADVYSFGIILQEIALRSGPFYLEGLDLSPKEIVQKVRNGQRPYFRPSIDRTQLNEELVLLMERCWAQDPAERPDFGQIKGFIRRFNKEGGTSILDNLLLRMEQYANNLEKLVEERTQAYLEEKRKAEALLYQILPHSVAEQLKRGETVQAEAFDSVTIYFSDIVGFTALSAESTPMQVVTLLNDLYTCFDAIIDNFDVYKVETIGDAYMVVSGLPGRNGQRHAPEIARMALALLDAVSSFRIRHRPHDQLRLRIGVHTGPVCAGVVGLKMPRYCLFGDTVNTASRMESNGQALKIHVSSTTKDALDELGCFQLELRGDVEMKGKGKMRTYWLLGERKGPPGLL
rCAG binder: binds r(CAG) RNA repeats; actives 1.3% (n = 370,000); inhibition, % at 3 µM; AID 651821; r(CAG) RNA repeat, TO-PRO-1 dye displacement fluorescence;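 active = inhibition above the plate cutoff, the mean of all test compounds on that plate plus 3 SD, cut at about 35% in these data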;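 note: 0% = DMSO alone and 100% = 100 µM mitoxantrone as full dye displacement; higher means more dye released from RNA so lower well fluorescence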
GC-A act: GC-A (human) enzyme activation | actives 0.14% (n = 370,000) | P16066 | HEK293 GC-A cells, cGMP TR-FRET, EC30 ANP; 0% at EC30 ANP, 100% saturating ANP | activation, % at 10 µM; in the data active = activation above about 40%
FXN GAA850 act: increases GAA850 frataxin promoter reporter activity | HEK293 lucGAA850 FXN promoter luciferase reporter, 24 h; percent of 10 µM SAHA response | activation, % at 6 µM | actives 0.56% (n = 360,000) | AID 540364;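 active = activation above the average of all compounds screened plus 3 SD, cutoff fixed separately per campaign, cut at about 7.5% in these data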;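 note: 0% = DMSO wells and 100% = 10 µM SAHA wells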
ARFGAP1 inh: inhibitors of rat ARFGAP1. Q62848. Arfgap1-stimulated ARF1 GTP hydrolysis, GDP FP detection. actives 0.26% (n = 360,000). inhibition, % at 16.5 µM;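 active = inhibition above a per-plate limit, mean inhibition of low control wells plus 3 SD, cut at about 25% in these data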;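 note: 0% = DMSO wells with enzyme and 100% = wells lacking Arfgap1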
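Material: rat Arfgap1 catalytic domain, aa 1-136; also added: human ARF1(Δ1-17)-GTP substrate; compound dosing: one concentration, 16.5 µM, DMSO 1.26%; incubation: GTP hydrolysis reaction 2 h at 25 °C; measured by: Tracer-displacement fluorescence polarization with EDTA stop, 620/688 nm; evaluation: % inhibition from polarization; repeats: one replicate per compound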
KLK7 zymogen act: activators of human kallikrein-7 zymogen | P49862 | purified proKLK7, EDANS-DABCYL substrate fluorescence; 100% is mature enzyme control, 0% vehicle | activation, % at 7 µM | actives 0.9% (n = 370,000);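 active = activation above the mean of all tested compounds plus 3 SD, computed per campaign excluding outliers beyond control limits, cut at about 13% in these data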
DDE Tn6 FP inh: DD(E)-Tn6 binding inhibition, primary FP screen. P02675. Fibrin DD(E) TRITC-Tn6 fluorescence polarization displacement. inhibition, % at 8.3 µM. actives 0.21% (n = 370,000);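 active = inhibition above a per-campaign cutoff: mean of compounds within control limits plus 3 SD, cut at about 15% in these data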;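 note: 0% = median of all compound wells on the plate and 100% = blocking peptide control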
ADAM10 inh: inhibitors of human ADAM10; O14672; inhibition, % at 7 µM; recombinant ADAM10, EDANS/DABCYL FRET peptide cleavage, 3 h; actives 0.62% (n = 370,000);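 active = inhibition above a per-campaign cutoff equal to the mean of compounds falling between control-based bounds plus 3 SD, cut at about 20% in these data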;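 note: 0% = DMSO wells while the 100% control is not disclosed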
ASAP1 GAP inh: blocks human ASAP1-stimulated Arf1 GTP hydrolysis. Q9ULH1. GDP FP detection. inhibition, % at 16.5 µM. actives 0.19% (n = 360,000); in the data active = inhibition above about 25%;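 note: 0% = vehicle with enzyme and substrate and 100% = no enzyme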
The depositor's hits bear a star; i = inactive; · = not tested or not shown; & = joins results of further samples. Rows were taken by chance; overall some 4.5% were active at least once.

Start of the listing, in advance, 9 compounds:
SMILES | HGIII-sPLA2 inh | NPR2 activator | rCAG binder | GC-A act | FXN GAA850 act | ARFGAP1 inh | KLK7 zymogen act | DDE Tn6 FP inh | ADAM10 inh | ASAP1 GAP inh
Cc1c(Cl)c([N+](=O)[O-])nn1CCCC(=O)O | 1 | -2 | 1 | -2 | 1.4 | 1 | -0.4 | -1 | 1 | -8
O=C(N1CCCC1)C12CCC3CC(CC(C3)C1)C2 | 3 | 3 | 0 | 1 | 2.0 | -5 | 0.1 | 4 | -4 | 6
CC(Sc1nnnn1C)C(=O)Nc1cc(S(=O)(=O)N2CCCCC2)ccc1Cl (configuration not stated) | 14 | 6 | 9 | 2 | -0.4 | 4 | -0.1 | -1 | -19 | 6
C=CCNC(=S)NCCCCC1NC(=S)N(CC=C)C1=O (configuration not stated) | 2 | -12 | -1 | 0 | 0.4 | -4 | -0.1 | -3 | 0 | 12
CCc1ccc(OCC(=O)OC2CCS(=O)(=O)C2)cc1 (configuration not stated) | 18 | -6 | -3 | 0 | 1.4 | 4 | 0.9 | 0 | -2 | 4
CC(C)c1cc(C(=O)O)c2ccccc2n1 | 6 | -4 | 40* | 5 | 4.9 | 3 | 0.4 | 3 | -1 | -3
O=C(CCc1ccccc1)Nc1ccc(Cl)cn1 | -1 | 0 | -1 | -9 | 0.2 | 6 | -0.2 | 8 | 0 | -8
O=C(NCCc1csc(-c2ccccc2)n1)c1ccc(Br)o1 | -2 | -1 | 0 | -1 | -1.3 | 5 | 0.4 | 5 | -10 | 15
O=C(Nc1cccc(C(=O)N2CCOCC2)c1)c1ccc([N+](=O)[O-])cc1 | 4 | 0 | -4 | 0 | 0.8 | 4 | -0.1 | -1 | -4 | -18

Results, previewed entries included:
SMILES | HGIII-sPLA2 inh | NPR2 activator | rCAG binder | GC-A act | FXN GAA850 act | ARFGAP1 inh | KLK7 zymogen act | DDE Tn6 FP inh | ADAM10 inh | ASAP1 GAP inh
Cc1c(Cl)c([N+](=O)[O-])nn1CCCC(=O)O | 1 | -2 | 1 | -2 | 1.4 | 1 | -0.4 | -1 | 1 | -8
O=C(N1CCCC1)C12CCC3CC(CC(C3)C1)C2 | 3 | 3 | 0 | 1 | 2.0 | -5 | 0.1 | 4 | -4 | 6
CC(Sc1nnnn1C)C(=O)Nc1cc(S(=O)(=O)N2CCCCC2)ccc1Cl (configuration not stated) | 14 | 6 | 9 | 2 | -0.4 | 4 | -0.1 | -1 | -19 | 6
C=CCNC(=S)NCCCCC1NC(=S)N(CC=C)C1=O (configuration not stated) | 2 | -12 | -1 | 0 | 0.4 | -4 | -0.1 | -3 | 0 | 12
CCc1ccc(OCC(=O)OC2CCS(=O)(=O)C2)cc1 (configuration not stated) | 18 | -6 | -3 | 0 | 1.4 | 4 | 0.9 | 0 | -2 | 4
CC(C)c1cc(C(=O)O)c2ccccc2n1 | 6 | -4 | 40* | 5 | 4.9 | 3 | 0.4 | 3 | -1 | -3
O=C(CCc1ccccc1)Nc1ccc(Cl)cn1 | -1 | 0 | -1 | -9 | 0.2 | 6 | -0.2 | 8 | 0 | -8
O=C(NCCc1csc(-c2ccccc2)n1)c1ccc(Br)o1 | -2 | -1 | 0 | -1 | -1.3 | 5 | 0.4 | 5 | -10 | 15
O=C(Nc1cccc(C(=O)N2CCOCC2)c1)c1ccc([N+](=O)[O-])cc1 | 4 | 0 | -4 | 0 | 0.8 | 4 | -0.1 | -1 | -4 | -18
N#Cc1c(NCc2ccccc2)ccnc1NCc1cccnc1 | -3 | 4 | -5 | 3 | -4.4 | 2 | -0.9 | -5 | -9 | 8
CSc1ncc(C(=O)Nc2ccc(Cl)cc2)c(C)n1 | 2 | -2 | 5 | -2 | 1.0 | -4 | -0.3 | -5 | 6 | -3
CC1CCN(C(=O)CSc2nnc3ccccn23)CC1 | 13 | -1 | 1 | 1 | 1.0 | 9 | 0.5 | 0 | -23 | -4
COc1ccc(CCNC(=O)CSc2nc(O)c(CCC(C)C)c(=O)[nH]2)cc1OC | -3 | 8 | -1 | -5 | -2.2 | 2 | -0.2 | -5 | -5 | 1
CC(C)C(NC(=O)c1ccc(C(C)(C)C)cc1)C(=O)N1CCC(C(N)=O)CC1 (configuration not stated) | 8 | 1 | -3 | 2 | 0.5 | 2 | -1.2 | -2 | -2 | -15
COc1cccc(CN(C(=O)c2ccco2)C2CCS(=O)(=O)C2)c1 (configuration not stated) | 7 | 2 | -4 | 3 | 2.5 | 3 | -0.3 | -2 | -1 | 1
COc1ccccc1Sc1nc(-c2ccccn2)ncc1OC | -1 | -5 | -7 | -1 | -1.1 | 5 | -0.6 | 0 | 4 | 4
CN(C)S(=O)(=O)c1cccc(-c2cn3ccccc3n2)c1 | -1 | 2 | 1 | 6 | 1.7 | -9 | 0.6 | 5 | -35 | 1
COC(=O)C[C@@H]1CC[C@H]2[C@H](COc3ccc(NC(=O)Nc4ccc(C#N)cc4)cc3C(=O)N2C)O1 | -16 | 4 | 7 | -1 | · | · | 0.4 | -6 | -8 | ·
CCCCNc1c(-c2ccc(-c3cccc(Cl)c3)cc2)nc2ccccn12 | -3&-3 | -5&-1 | 2&5 | 13&4 | 2.3 | 2&1 | -30&-2.1 | -4&2 | -231&-197 | 10&7
NC(=O)c1cc2ccc(O)cc2oc1=NCc1ccccc1 | 0 | 0 | -4 | 9 | -2.4 | -3 | 69* | -1 | i | 5
CC(C)(C)NC(=O)CN(C(=O)CS(=O)CC(=O)Nc1ccc(F)cc1)c1ccc(Cl)cc1 (configuration not stated) | -11 | -3 | -3 | 0 | -0.5 | -4 | 0.5 | 1 | 0 | 5
Cn1c(SCC(=O)c2ccccc2)ncc(C(=O)Nc2ccccc2)c1=O | -7 | -1 | 1 | 7 | 3.0 | -12 | -1.0 | 6 | -8 | 5
CC(OC(=O)[C@@H](NS(=O)(=O)c1ccccc1)C(C)C)C(=O)c1c(N)n(C)c(=O)n(C)c1=O (some centres not stated) | -4 | 5 | 0 | 0 | -1.1 | -9 | 0.6 | 9 | -3 | -5
O=C(NC1CCN(C(=O)NCc2ccccc2)CC1)c1ccco1 | -2 | 10 | 0 | -1 | 1.1 | -7 | -0.3 | -8 | 1 | -10
O=P(COCCCCCOCP(=O)(c1ccccc1)c1ccccc1)(c1ccccc1)c1ccccc1 | -5 | 2 | -13 | -2 | -1.8 | 16 | 0.0 | 0 | -4 | 1
O=C(COc1ccccc1-c1ccccc1)NCc1cccc(Cl)c1 | -10 | -3 | 1 | -4 | 0.3 | 0 | -0.3 | 3 | 5 | 0
CC1CCCCC12NC(=O)N(CC(=O)Nc1ccccc1-c1ccccc1)C2=O (configuration not stated) | 1 | -1 | -4 | 2 | 1.3 | -14 | -0.2 | 8 | 8 | -3
COc1cccc(-c2oc3c(c2C(=O)OCCN2CCCCC2)C(O)CCC3)c1 (configuration not stated) | -7 | -3 | 2 | 0 | · | -2 | 0.4 | -1 | -42 | 5
CC1(C(=O)NCC2CCCCC2)CCN1CCc1ccccc1 (configuration not stated) | 1 | 2 | -2 | 1 | 0.2 | 9 | -0.5 | -1 | -6 | -5
CCN1CCN(C(=O)CCCn2c(C)c3cnn(-c4ccccc4)c(=O)c3c2C)CC1 | -2 | -3 | 2 | -3 | 1.7 | 5 | 0.7 | -1 | -4 | 12
CCc1c(C)nc2ncnn2c1N1CCN(S(=O)(=O)c2ccc(OC)cc2)CC1 | -2 | -4 | -6 | -2 | -0.2 | 0 | 0.1 | 1 | -2 | 7
COc1ccc(C(=O)NNC(=S)NC(=O)c2ccc(OC)cc2)cc1 | 20* | 4 | 9 | 6 | 0.1 | -1 | -0.6 | 1 | -4 | -2
C[C@H](C(=O)N(C)c1ccccc1)[C@@H](O)c1ccc(Cl)cc1 | -3 | -3 | -2 | -8 | · | · | 0.1 | 8 | 3 | ·
Cc1ccc(OCCC(=O)OCC(=O)Nc2ccc(C)cc2Cl)cc1 | 11 | 0 | -5 | 6 | -0.1 | -9 | 0.2 | -8 | -15 | 11
CCCc1cc(=O)oc2cc(C)cc(OCC(=O)NC3CC3)c12 | 5 | -8 | 0 | -6 | -1.2 | -7 | 5.4 | 8 | -244 | -6
Cc1ccc(N/C(=C\C(=O)c2ccccc2)C(=O)O)cc1 | 4 | -4 | 5 | 5 | 1.9 | 0 | -0.2 | 6 | 6 | 0
CC(C)C[C@H](NC1(C(=O)NC2CCCCC2)CCN(C)CC1)C(=O)NCC(c1ccccc1)c1ccccc1 | 2 | -10 | · | -8 | · | · | · | 6 | -3 | ·
COc1ccc(C)cc1S(=O)(=O)N(CC(=O)Nc1cccc([N+](=O)[O-])c1)c1cc(C)cc(C)c1 | 2 | 0 | 0 | -7 | -2.2 | 8 | 0.7 | 7 | -2 | 6
O=C(COc1ccc(Cl)cc1)Nc1cccc(S(=O)(=O)NC2=NCCCCC2)c1 | -8 | 5 | -5 | -1 | 1.6 | -8 | 0.4 | 5 | 2 | 4
CCN(CC)c1ccc(C=Nn2c(-c3ccc(F)cc3)n[nH]c2=S)c(O)c1 | -8 | -3 | 64* | -5 | · | · | 6.8 | 3 | -6 | ·
O=C(CSc1nccc(=O)[nH]1)c1ccco1 | 2 | 2 | 2 | 5 | 0.0 | -14 | 0.5 | 5 | 3 | -4
CCN(CC)Cc1c(C(=O)N/N=C/c2cccs2)nnn1-c1nonc1N | -1 | 9 | 0 | 2 | 0.3 | -18 | -0.1 | -9 | 8 | -3
O=S(=O)(c1ccc(S(=O)(=O)N2CCC3(CC2)OCCO3)cc1)N1CCCC1 | -2 | -2 | -3 | 5 | -0.7 | -14 | -0.2 | 11 | 5 | 3
Cc1ccc(S(=O)(=O)c2nc(-c3cccs3)oc2SCC(N)=O)cc1 | -4 | 9 | 7 | 3 | 0.7 | -7 | -0.6 | 5 | -11 | -15
Cc1ccc(C)c(NC(=O)c2cnn(-c3ccccc3)c2C)c1 | 14 | 3 | 18 | -5 | 1.2 | 5 | -0.1 | -4 | -5 | 3
O=C(CN1CCN(CCO)CC1)Nc1ccccc1 | 4 | 5 | 1 | -4 | 0.6 | 0 | 0.1 | 5 | 1 | 7
O=C(OCn1nnc2ccccc2c1=O)c1cccnc1Cl | 7 | -5 | 3 | -2 | 0.1 | -19 | 0.2 | 3 | 4 | 13
O=C(O)/C=C/C(=O)N1CCN(c2ccc(F)cc2)CC1 | 4 | 2 | -1 | -1 | 1.8 | -11 | 0.4 | -2 | -5 | 8
COc1ccc(CCCC(=O)N/N=C/c2ccc(C)cc2)cc1 | -5 | -1 | -1 | 2 | -0.6 | 4 | -0.1 | -2 | -10 | 1
N#Cc1c(-c2ccco2)cc(-c2ccccn2)nc1N | -4 | 0 | 16 | -3 | 1.3 | -7 | 13* | -4 | i | -12
COc1ccc(C(=O)Nc2ccnn2C2CCN(C3CCC3)CC2)cc1 | -2 | -1 | 2 | -1 | -0.3 | -12 | -0.4 | 0 | 4 | 9

Screening results as filed in PubChem.
